NOD1 inhibition – NOD1 signaling inhibitors, primary screen, cell-based, luminescence, uHTS (AID 1578). NOD1-driven NF-kB luciferase reporter cells, luminescence; higher % means a stronger effect. inhibition, % at 4 µM, or EC50 in µM where a hit was titrated. 290,000 tested, 1% active; in the data active = inhibition mostly above about 36%, no sharp cut-off; inactive = mostly below about 34%;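 note: HEK-293T reporter cells stimulated with the NOD1 agonist gamma-tri-DAP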
GPR55 activation – GPR55 agonists via beta-arrestin recruitment, primary screen, imaging, U2OS cells, beta-arrestin-GFP redistribution (AID 1961) | G-protein coupled receptor 55 (Homo sapiens) | U2OS GPR55 beta-arrestin-GFP redistribution imaging; higher % means a stronger effect | one-dose activation, % at 10 µM; EC50 in µM for titrated hits | 290,000 tested, 0.048% active;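 active = activation above 40% with more than 50 cells counted in the well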;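 note: U2OS osteosarcoma cells stably expressing GPR55 and beta-arrestin-GFP; plate controls were DMSO negative control for no effect and LPI positive control for full effect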
KOR beta-arrestin-1 – KOR antagonists, beta-arrestin recruitment, cell-based, luminescence, uHTS (AID 1778). Kappa-type opioid receptor (Homo sapiens). KOR beta-arrestin recruitment, luminescence, antagonist mode; higher % means a stronger effect. inhibition, % at 10 µM, or IC50 in µM where a hit was titrated. 290,000 tested, 0.091% active; in the data active = inhibition above about 50%; note: strong numbers were not always called active
GPR35 antagonists – GPR35 antagonists blocking zaprinast-driven arrestin recruitment, primary screen, imaging, U2OS, beta-arrestin-GFP, zaprinast agonist (AID 2058); U2OS GPR35 beta-arrestin-GFP translocation imaging, zaprinast antagonism; higher % means a stronger effect; one-dose inhibition, % at 10 µM; IC50 in µM for titrated hits; 290,000 tested, 0.052% active;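 active = inhibition of at least 50% with at least 30 cells and total cytoplasm GFP at most 10,000,000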
GPR55 antagonists – GPR55 antagonists blocking LPI-driven arrestin recruitment, primary screen, imaging, U2OS, beta-arrestin-GFP, LPI agonist (AID 2013) | G-protein coupled receptor 55 (Homo sapiens) | U2OS GPR55 beta-arrestin-GFP translocation imaging, LPI antagonism; higher % means a stronger effect | 290,000 tested, 0.13% active | inhibition, % at 10 µM; hits with a dose series show IC50 in µM;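 active = spots per cell inhibited over 60%, with over 100 cells counted and total cytoplasm intensity under 500,000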;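 note: U2OS cells stably carrying GPR55 and arrestin-GFP stimulated by 5 µM LPI near EC80; imaged beta-arrestin-GFP aggregate spots per cell after agonist stimulation; plate controls were LPI-stimulated DMSO wells for no effect and DMSO wells without LPI for full effect; some results filed as inactive read as strong as hits; confirmed hits need IC50 under 10 µM and bright autofluorescent wells are also inconclusive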
NS5 inhibitors – Dengue-2 NS5 methyltransferase inhibitors, primary screen, biochemical, confirmation dose response (AID 588689); 340,000 tested, 0.3% active; Genome polyprotein (Dengue virus type 2 (strain 16681-PDK53)); Dengue-2 NS5 methyltransferase capping enzyme assay, biochemical; higher % means a stronger effect; inhibition, % at 25 µM; hits with a dose series show IC50 in µM; in the data active = a potency from the dose series
West Nile antiviral – West Nile virus antiviral activity, cell-based, CPE readout (AID 1621). West Nile virus-infected cells, CPE inhibition; higher % means a stronger effect. CPE inhibition, % at 10 µM, or IC50 in µM where a hit was titrated. 290,000 tested, 0.02% active; in the data active = a potency from the dose series; note: strong numbers were not always called active
HIV fusion peptide – inhibitors of HIV fusion peptide binding, primary screen, biochemical, uHTS, fluorescence dequenching (AID 1986). 290,000 tested, 0.3% active. inhibition, % at 20 µM; hits with a dose series show IC50 in µM. cell-free peptide binding, fluorescence dequenching, 30 min; higher % means a stronger effect; in the data active = inhibition mostly above about 52%, no sharp cut-off; inactive = mostly below about 76%; note: some results filed as inactive read as strong as hits
KOR beta-arrestin-2 – KOR agonists, beta-arrestin recruitment, primary screen, cell-based, luminescence, uHTS (AID 1777) | Kappa-type opioid receptor (Homo sapiens) | KOR beta-arrestin recruitment, luminescence; higher % means a stronger effect | activation, % at 10 µM; hits with a dose series show EC50 in µM | 280,000 tested, 0.02% active; in the data active = activation above about 50%, passing the limit was not always enough; note: a part of the inactive calls stands beside numbers as strong as those of hits
NS5 inhibitors pilot replicate – recorded beside NS5 inhibitors, whose call it bears; inhibition, %; measured here: pilot screen replicate inhibition
* = called active by the depositor; · = no result given; [ ] = dose if it differs, or a comment. The list is partial (hit frequency here may not be typical).

SMILES	NOD1 inhibition	GPR55 activation	KOR beta-arrestin-1	GPR35 antagonists	GPR55 antagonists	NS5 inhibitors	West Nile antiviral	HIV fusion peptide	KOR beta-arrestin-2	others
N#Cc1c(N)n(-c2ccccc2)c(=O)c2cc([N+](=O)[O-])ccc12	-3%	-0.1%	-18%[20 µM]	8%	2%	-2%	-0.1%	5.4%	1.4%
Cc1cc(C)nc(NS(=O)(=O)c2ccc(NC(=O)CN3C(=O)c4ccccc4C3=O)cc2)n1	-5%	0.3%	-18%	-4%	-12%	·	·	-1.7%	0.6%
C/C(CCc1oc2c(Br)cc(Br)cc2c1-c1ccc(C)o1)=N\O	5%	23%	24%	-2%	4%	39%	0.0%	29%	-3.4%
CCNc1nc(SC(C)C(=O)Nc2ccccc2)nc(N(C)C)n1 (stereo unspecified)	-9%	0.7%	-17%	20%	8%	-4%	·	2.1%	-2.1%
Cc1ccc2cc(S(=O)(=O)NCCCC(=O)O)ccc2c1	-1%	-0.1%	18%	-15%	-8%	1%	0.4%	-1.9%	1.9%
CCOc1ccc(-c2nc(C)sc2CC(=O)O)cc1	0%	-0.2%	14%	18%	5%	-6%	0.0%	-1.3%	-8.9%
CCCCC(=O)OCC(=O)Nc1ccc(SC(F)F)cc1	-35%	-0.2%	-19%	-13%	-1%	-3%	0.3%	-0.1%	-0.4%
COC(=O)c1ccc(OC)c(CSc2nnc(COc3ccc(Cl)cc3)o2)c1	-15%	0.1%	10%	-1%	0%	-7%	0.8%	-1.8%	-0.6%
Cc1ccc(-n2nc(C)c3onc(C)c3c2=O)cc1	0%	-0.2%	25%	4%	13%	4%	0.4%	-0.5%	2.3%
O=[N+]([O-])c1ccc(N2CCOCC2)nc1	14%	-0.1%	-6%	7%	12%	-3%	-0.5%	-0.5%	-3.1%
COc1cccc(/C=C/c2n[nH]c(=O)c(C#N)c2C)c1	-7%	-0.1%	-11%	11%	0%	-4%	2.5%	0.2%	-1.3%
CCc1cccc(Nc2c3c(nc4ncnn24)CCC3)c1	-1%	-0.1%	7%	-2%	16%	-9%	-1.1%	-0.9%	-1.4%

The last 3 entries of the part above open the next one.
SMILES	NOD1 inhibition	GPR55 activation	KOR beta-arrestin-1	GPR35 antagonists	GPR55 antagonists	NS5 inhibitors	West Nile antiviral	HIV fusion peptide	KOR beta-arrestin-2	others
O=[N+]([O-])c1ccc(N2CCOCC2)nc1	14%	-0.1%	-6%	7%	12%	-3%	-0.5%	-0.5%	-3.1%
COc1cccc(/C=C/c2n[nH]c(=O)c(C#N)c2C)c1	-7%	-0.1%	-11%	11%	0%	-4%	2.5%	0.2%	-1.3%
CCc1cccc(Nc2c3c(nc4ncnn24)CCC3)c1	-1%	-0.1%	7%	-2%	16%	-9%	-1.1%	-0.9%	-1.4%
COC(=O)N/N=C/c1cn(CCOc2ccccc2OC)c2ccccc12	1%	-0.1%	0%	8%	1%	-4%	-0.1%	0.1%	-2.3%
CCCCn1c(N)c(N(CC)C(=O)c2cccc(C)c2)c(=O)[nH]c1=O	-5%	-0.4%	0%	-4%	-14%	-2%	-0.1%	-0.1%	-3.7%
COc1cccc(Nc2c(F)c(OC)c(F)c(F)c2C(=O)O)c1	-12%	-0.2%	-38%	11%	-6%	1%	-0.3%	4.9%	2.5%
CC(=O)Nc1ccc(SCCC2CCCCN2C)cc1 (stereo unspecified)	-4%	-0.1%	10%	6%	5%	-3%	0.5%	0.7%	-1.4%
O=C(N1CCN=C1SCc1cccnc1)C12CC3CC(CC(C3)C1)C2	45%	0.0%	37%	1%	11%	-5%	-0.6%	-1.4%	-2.0%
O=C(Cn1ncc2c([nH]c3ccccc32)c1=O)NCCc1ccccc1	0%	0.1%	-8%	7%	9%	-6%	0.3%	0.2%	-10%
Cc1ccc2c(c1)N(C(=O)CCC(=O)NCCCN1CCN(C)CC1)CC(C)O2 (stereo unspecified)	39%	-0.1%	-46%[20 µM]	-5%	-6%	-1%	0.1%	0.4%	-2.7%
CCOc1ccccc1C(=O)N1CCN=C1SCc1cccnc1	-9%	-0.2%	-10%	7%	0%	-1%	0.6%	0.9%	1.8%
CCSc1nc(O)c(C2OC(=O)c3c2ccc(OC)c3OC)c(=O)n1CC (stereo unspecified)	19%	-0.2%	8%	9%	-18%	7%	-0.3%	-2.5%	-2.1%
COc1c(C)cc(Br)cc1C(=O)Nc1ccc(Cc2ccncc2)cc1	-18%	-0.3%	-15%	8%	12%	-6%	-1.9%	-0.3%	1.5%
CC(=O)NC12CC3CC(C1)CC(C(=O)OCC(=O)NC(=O)c1cccn1C)(C3)C2	-8%	0.2%	-7%	-10%	10%	0%	0.0%	-0.2%	-4.2%
CCOc1ccc(CCNC(=O)CCNS(=O)(=O)c2ccc3c(c2)CCN3C(C)=O)cc1OCC	20%	0.7%	4%	8%	12%	-10%	0.1%	-0.1%	-1.2%

Fetched by structure from above (4):
SMILES	NOD1 inhibition	GPR55 activation	KOR beta-arrestin-1	GPR35 antagonists	GPR55 antagonists	NS5 inhibitors	West Nile antiviral	HIV fusion peptide	KOR beta-arrestin-2	others
CCCCn1c(N)c(N(CC)C(=O)c2cccc(C)c2)c(=O)[nH]c1=O	-5%	-0.4%	0%	-4%	-14%	-2%	-0.1%	-0.1%	-3.7%
COC(=O)N/N=C/c1cn(CCOc2ccccc2OC)c2ccccc12	1%	-0.1%	0%	8%	1%	-4%	-0.1%	0.1%	-2.3%
Cc1ccc2c(c1)N(C(=O)CCC(=O)NCCCN1CCN(C)CC1)CC(C)O2 (stereo unspecified)	39%	-0.1%	-46%[20 µM]	-5%	-6%	-1%	0.1%	0.4%	-2.7%
O=C(Cn1ncc2c([nH]c3ccccc32)c1=O)NCCc1ccccc1	0%	0.1%	-8%	7%	9%	-6%	0.3%	0.2%	-10%

(next part)
SMILES	NOD1 inhibition	GPR55 activation	KOR beta-arrestin-1	GPR35 antagonists	GPR55 antagonists	NS5 inhibitors	West Nile antiviral	HIV fusion peptide	KOR beta-arrestin-2	others
CC1CCN(CCCNC(=O)c2cc3c(s2)-c2ccccc2OC3)CC1	-27%	-0.1%	-32%	13%	-2%	-11%	25µM*	-1.8%	-1.6%
CS(=O)(=O)N(CC(=O)NCc1ccncc1)C1CCCCC1	2%	-0.1%	-19%[20 µM]	-2%	-19%	·	0.3%	-1.3%	-2.5%
COc1ccc(CC(NC(C)=O)C(=O)NC2CCN(c3nc(C)cc(C)c3C#N)CC2)cc1OC (stereo unspecified)	-45%	0.9%	-5%	7%	5%	-3%	-0.8%	0.1%	1.1%
COCCNC(=O)c1ccc2c(=O)n(Cc3ccco3)c(SCC(=O)NC3CCCCC3)nc2c1	6%	-0.1%	-23%	-7%	14%	3%	-0.4%	-2.8%	3.3%	NS5 inhibitors pilot replicate=-0.3
CC(NC(=O)CN1CCN(Cc2cccc(F)c2)CC1)c1ccccc1 (stereo unspecified)	-52%	-0.1%	-3%	11%	10%	0%	-0.7%	0.8%	3.1%	NS5 inhibitors pilot replicate=-3.0
CC(c1ccccc1)n1c(Cn2ncc3ccccc3c2=O)n[nH]c1=S (stereo unspecified)	-11%	-0.8%	12%	4%	3%	-13%	-0.8%	-1.4%	-1.9%
CC(=O)c1ccc(N2CCCCCC2)c(F)c1	-17%	-0.3%	-7%	4%	-10%	-6%	0.0%	3.1%	2.6%
CC(Oc1ccccc1)C(=O)Nc1ccc(NC(=O)c2ccccc2)cc1 (stereo unspecified)	-11%	-0.2%	22%	3%	10%	-6%	-0.6%	0.5%	-3.7%
CCNC(=O)O/N=C(\C)c1sc(-c2ccc(Cl)cc2)nc1C	-22%	0.0%	6%	0%	3%	-2%	0.1%	-2.0%	-1.8%
COCCCNc1oc(/C=C/c2ccccc2)nc1C#N	-5%	0.0%	24%	3%	5%	-10%	-1.2%	1.0%	-3.7%
CCOC(=O)C1CCN(C(c2cc3c(C)ccc(C)c3[nH]c2=O)c2nnnn2C2CCCCC2)CC1 (stereo unspecified)	-26%	0.3%	-26%	-8%	7%	-20%	-0.4%	4.9%	1.6%
CCOC(=O)N1CCN(C(=O)c2cnc(Nc3ccccc3OC)c3ccccc23)CC1	-3%	-0.1%	13%	-1%	-18%	-3%	0.4%	-0.9%	0.1%

An excerpt from above in order of molar mass, high to low:
SMILES	NOD1 inhibition	GPR55 activation	KOR beta-arrestin-1	GPR35 antagonists	GPR55 antagonists	NS5 inhibitors	West Nile antiviral	HIV fusion peptide	KOR beta-arrestin-2	others
COCCNC(=O)c1ccc2c(=O)n(Cc3ccco3)c(SCC(=O)NC3CCCCC3)nc2c1	6%	-0.1%	-23%	-7%	14%	3%	-0.4%	-2.8%	3.3%	NS5 inhibitors pilot replicate=-0.3
CC(=O)NC12CC3CC(C1)CC(C(=O)OCC(=O)NC(=O)c1cccn1C)(C3)C2	-8%	0.2%	-7%	-10%	10%	0%	0.0%	-0.2%	-4.2%
Cc1ccc2cc(S(=O)(=O)NCCCC(=O)O)ccc2c1	-1%	-0.1%	18%	-15%	-8%	1%	0.4%	-1.9%	1.9%

Next results follow:
SMILES	NOD1 inhibition	GPR55 activation	KOR beta-arrestin-1	GPR35 antagonists	GPR55 antagonists	NS5 inhibitors	West Nile antiviral	HIV fusion peptide	KOR beta-arrestin-2	others
CCN(CC)C(=O)CSc1nc2ccccc2o1	-17%	0.0%	39%	-11%	17%	0%	0.0%	2.1%	5.7%
Cc1ccc(CN2C3=NCCCN3c3ccccc32)cc1	-30%	-0.3%	-8%	-12%	14%	-6%	-0.6%	0.2%	2.5%
CCCC(C(=O)NCC1CCCO1)N(Cc1ccccc1)C(=O)CNS(=O)(=O)c1ccccc1 (stereo unspecified)	-35%	-0.2%	-19%	-2%	3%	2%	-0.6%	1.3%	-0.5%
NNC(=O)c1ccc(-c2ccccc2F)cc1	0%	-0.2%	-48%	14%	-12%	3%	-0.4%	-1.0%	7.0%
COc1cc2[nH]cc(C(=O)NCCc3ccccc3)c(=O)c2cc1OC	4%	-0.5%	-5%	-4%	3%	-3%	0.9%	-3.1%	-0.7%
CC(NC(=O)CCc1c[nH]c2ccccc12)c1ccccc1 (stereo unspecified)	-38%	0.0%	-14%[20 µM]	6%	3%	0%	0.3%	-2.2%	-5.7%
N#Cc1sc2nc(-c3ccccc3)cc(C(F)(F)F)c2c1N	24%	-0.4%	-49%	6%	0%	5%	-0.3%	-2.2%	3.1%
O=C(NC(=S)Nc1cccc(F)c1)c1cccc([N+](=O)[O-])c1	0%	-0.1%	38%	8%	1%	3%	0.1%	-0.8%	2.2%
O=C(Nc1cccc(OCC(=O)N2CCOCC2)c1)c1cccc([N+](=O)[O-])c1	-22%	-0.1%	2%[20 µM]	-12%	4%	-3%	0.0%	7.8%	-2.7%

High-throughput results: PubChem, several laboratories
